High-throughput results deposited in PubChem by several laboratories.
Fh CTSL1 inh: blocks F. hepatica cathepsin L1 in PFM18AAP counter-screen; AID 1906; 300,000 compounds, 0.49% hits; inhibition, % at 5.96 µM; recombinant F. hepatica cathepsin L1, Z-Leu-Arg-MCA fluorescence;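 active = inhibition above the mean of all tested compounds plus 3 SD, set per screening campaign, cut at about 17% in these data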;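 note: 0% = plate median of test compound wells and 100% = 1 µM Z-Phe-Ala-diazomethylketone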
TPT1 inh: blocks Candida albicans tRNA 2'-phosphotransferase | recombinant caTPT1, FP RNA substrate dephosphorylation | inhibition, % at 5 µM | 300,000 compounds, 0.81% hits;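 active = inhibition above the mean of all tested compounds plus 3 SD, set per screening campaign, cut at about 24% in these data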;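 note: plate controls were DMSO alone for no effect and ferristatin control at 100 nM for full effect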
PP1 counter: PP1-alpha (human) inhibition in PP5 counter-screen. inhibition, % at 6.7 µM. purified PP1alpha, OMFP fluorescence. AID 2235. P62136. 320,000 compounds, 0.9% hits;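 active = inhibition above the mean inhibition of all tested compounds plus 3 SD, computed separately for each screening campaign, cut at about 15% in these data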
Target sequence (P62136 whole entry, looked up): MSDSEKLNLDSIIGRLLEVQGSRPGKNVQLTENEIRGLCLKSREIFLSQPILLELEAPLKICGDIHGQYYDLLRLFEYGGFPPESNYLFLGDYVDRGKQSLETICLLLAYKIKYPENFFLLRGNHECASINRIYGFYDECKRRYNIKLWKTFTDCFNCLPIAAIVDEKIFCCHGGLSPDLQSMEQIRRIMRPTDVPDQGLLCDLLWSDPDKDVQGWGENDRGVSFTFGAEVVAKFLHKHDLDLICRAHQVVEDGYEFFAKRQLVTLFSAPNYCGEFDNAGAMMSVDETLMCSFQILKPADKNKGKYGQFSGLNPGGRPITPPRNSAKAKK
Efflux pump inh: inhibitors of Candida antifungal efflux pumps expressed in yeast. S. cerevisiae Candida pump triplex, Nile Red efflux. inhibition, % at 10 µM. 330,000 compounds, 0.44% hits;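 active = plate passing quality check with inhibition over a set limit, or well fluorescence over plate mean plus 4 SD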;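 note: Nile Red retained in pooled yeast measured as flow cytometry median fluorescence; 0% = buffer negative control and 100% = Enniatin B positive control; higher means more Nile Red kept so more efflux inhibition; some compounds called inactive have numbers as strong as hits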
PP5 primary: blocks human protein phosphatase 5 activity; inhibition, % at 6.7 µM; purified PP5c, OMFP substrate fluorescence; 320,000 compounds, 0.18% hits; AID 1987;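 active = inhibition above the campaign's mean inhibition across all tested compounds plus 3 SD, cut at about 9.5% in these data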;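 note: 0% = DMSO only and 100% = 100 µM cantharidin control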
HCV core dimer: blocks dimerization of HCV core protein | inhibition, % at 5 µM | 300,000 compounds, 0.33% hits | TR-FRET GST/Flag-core106 dimerization, 1536-well;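 active = inhibition above the mean of all tested compounds plus 3 SD, set per screening campaign, cut at about 45% in these data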
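Assay system: Tagged HCV core106 pair (GST and Flag) | Buffer or medium: KF-containing HEPES buffer, pH 7.45, DTT, CHAPS, BSA | Also added: Eu donor and XL665 acceptor anti-tag antibodies | Dosing: One concentration, 5 µM, in 0.5% DMSO | Timing: 4 h at 22.5 °C | Technique: TR-FRET 671 and 617 nm emission | Repeats: Singlicate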
procasp7 counter: activates human procaspase-7, counter-screen for procaspase-3 activators; recombinant procaspase-7, Ac-DEVD-pNA absorbance 405 nm; D23A/D198A/D206A triple mutant, cannot self-cleave; scale: DMSO 0, 5 µM enzyme 100; P55210; activation, % at 8.5 µM; 330,000 compounds, 0.093% hits;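 active = percent activation above the screen-wide mean plus 3 SD, cut at about 25% in these data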
Target sequence (P55210 whole entry D23A/D198A/D206A): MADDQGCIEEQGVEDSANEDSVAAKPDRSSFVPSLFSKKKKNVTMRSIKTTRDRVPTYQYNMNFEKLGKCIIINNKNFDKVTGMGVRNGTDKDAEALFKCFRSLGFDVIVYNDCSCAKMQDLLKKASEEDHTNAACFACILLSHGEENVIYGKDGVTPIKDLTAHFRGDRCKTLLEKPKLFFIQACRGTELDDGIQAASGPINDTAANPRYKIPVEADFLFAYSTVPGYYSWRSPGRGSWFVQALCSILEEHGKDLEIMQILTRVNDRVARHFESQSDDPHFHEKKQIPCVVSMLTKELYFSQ
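Assay system: Uncleavable procaspase-7 mutant enzyme | Input: 2 µM procaspase-7 mutant as dispensed | Timing: 1 h compound preincubation, 2 h substrate cleavage, 25 °C | Repeats: One well per compound | Control set: DMSO wells as 0%, DMSO with 5 µM added PC-7 as 100% | Technique: Epi-absorbance of released pNA at 405 nm, two timepoints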
GASC-1 inh: inhibitors of human GASC-1 (JMJD2C) demethylase. GST-JMJD2C(1-420) H3K9me3 demethylation, DELFIA europium. inhibition, % at 2.35 µM. 330,000 compounds, 0.069% hits;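 active = more than half of a compound's replicate wells show inhibition beyond 50%, single wells judged on their own value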;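 note: signal counts dimethyl H3K9 product captured on neutravidin plate; 0% = median of DMSO wells and 100% = 0.3 times that DMSO median; strong numbers were not always called active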
Target sequence (Q9H3R0 1-420 limits assumed): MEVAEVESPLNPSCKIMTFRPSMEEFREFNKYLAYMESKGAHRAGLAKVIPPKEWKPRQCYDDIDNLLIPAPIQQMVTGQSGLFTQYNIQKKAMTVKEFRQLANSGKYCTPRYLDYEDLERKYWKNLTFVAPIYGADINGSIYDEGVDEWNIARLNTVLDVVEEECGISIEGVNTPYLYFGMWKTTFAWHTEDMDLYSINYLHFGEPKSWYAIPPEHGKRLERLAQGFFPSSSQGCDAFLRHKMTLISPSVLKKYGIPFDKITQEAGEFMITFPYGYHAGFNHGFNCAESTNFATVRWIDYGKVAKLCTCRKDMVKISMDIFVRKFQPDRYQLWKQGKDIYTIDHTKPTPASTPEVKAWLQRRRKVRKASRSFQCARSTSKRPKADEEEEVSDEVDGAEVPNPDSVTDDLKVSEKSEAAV
procasp3 activ: procaspase-3 (human) activation; P42574; recombinant procaspase-3 D3A, Ac-DEVD-pNA absorbance 405 nm; activation, % at 8.5 µM; 330,000 compounds, 0.11% hits;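 active = activation above the mean of all tested compounds plus 3 SD, cut at about 21% in these data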;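 note: 0% = DMSO alone and 100% = DMSO wells spiked with extra 5 µM PC-3 D3A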
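Evaluation: percent activation relative to control range; Material: Procaspase-3 D3A mutant, all three cleavage aspartates alanine; Compound: single dose, 8.5 µM nominal compound, 0.8% DMSO; Replication: one well per compound; Signal: absorbance at 405 nm, 0 and 120 min; Schedule: 1 h preincubation plus 2 h reaction at 25 °C.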
Active calls of the source: *.

`Cn1c(-c2ccc(-c3ccccc3)cc2)c[nH]c1=S` gave Fh CTSL1 inh 1.6, TPT1 inh -1.4, PP1 counter 6.2, Efflux pump inh -0.3, PP5 primary 3.1, HCV core dimer 15.4, procasp7 counter 0.2, GASC-1 inh 1.1 and procasp3 activ -6.6.
For CCOCCCNC(=O)c1cn(CC(C)C)c(=O)c2c1c1ccccc1n2C the results were Fh CTSL1 inh 0.7, TPT1 inh -2.9, PP1 counter 4.1, Efflux pump inh -0.1, PP5 primary 1.7, HCV core dimer 2.7, procasp7 counter 4.0, GASC-1 inh 25.4 and procasp3 activ 2.8.
Clc1ccc2nc(SCc3nnc(-c4ccccc4)o3)[nH]c2c1 was read as Fh CTSL1 inh -0.8, TPT1 inh -0.5, PP1 counter 1.1, Efflux pump inh 0.2, PP5 primary 2.0, HCV core dimer -0.7, procasp7 counter -3.3, GASC-1 inh 6.5 and procasp3 activ 2.8.
`CC(=O)N1CCN=C1SCc1cccc(Cl)c1` gave Fh CTSL1 inh 6.8, TPT1 inh -7.3, PP1 counter 1.2, Efflux pump inh 0.0, PP5 primary -0.1, HCV core dimer -6.3, procasp7 counter 6.8, GASC-1 inh -5.1 and procasp3 activ -1.9.
COc1ccc(OCC(=O)NNC(=O)c2ccccc2OCc2c(C)noc2C)cc1 was read as Fh CTSL1 inh 1.8, TPT1 inh -3.0, PP1 counter -5.2, Efflux pump inh -0.1, PP5 primary -2.2, HCV core dimer -4.1, procasp7 counter 0.7, GASC-1 inh -5.1 and procasp3 activ -1.8.
For COc1cc(C(=O)Nc2sc(C(=O)N3CCOCC3)c(C)c2C#N)cc(OC)c1OC the results were Fh CTSL1 inh 0.1, TPT1 inh 0.2, PP1 counter 1.2, Efflux pump inh 0.0, PP5 primary 1.6, HCV core dimer -3.1, procasp7 counter 1.5, GASC-1 inh -3.7 and procasp3 activ 5.3.
Screening COc1ccc2oc(C(=O)Nc3ccccc3N3CCOCC3)c(C)c2c1 returned Fh CTSL1 inh 6.1, TPT1 inh 2.9, PP1 counter 8.7, Efflux pump inh 0.2, PP5 primary -0.8, HCV core dimer 23.4, procasp7 counter 0.2, GASC-1 inh -0.6 and procasp3 activ 3.8.
Screening CSc1ncccc1C(=O)OCC(=O)Nc1ccc(Cl)cn1 returned Efflux pump inh -0.3, procasp7 counter 13.7, GASC-1 inh -2.6 and procasp3 activ 7.3.
`CC(NC(=O)c1cc(=O)[nH]c2ccccc12)c1ccc(F)cc1F` (configuration not stated) gave Fh CTSL1 inh 0.0, TPT1 inh -0.3, PP1 counter 2.2, Efflux pump inh 0.0, PP5 primary -1.0, HCV core dimer 6.6, procasp7 counter 10.1, GASC-1 inh -21.9 and procasp3 activ -0.1.
O=C(NCc1ccco1)NCC(F)(F)F was read as Fh CTSL1 inh -2.5, TPT1 inh -2.7, PP1 counter -1.5, Efflux pump inh 0.0, PP5 primary -2.3, HCV core dimer 3.6, procasp7 counter -3.2, GASC-1 inh -0.6 and procasp3 activ 1.8.
Screening CS(=O)(=O)N1CCCC(C(=O)c2cccc(Cl)c2)C1 (configuration not stated) returned Fh CTSL1 inh 0.1, TPT1 inh -1.0, PP1 counter -3.1, Efflux pump inh 0.1, PP5 primary -1.4, HCV core dimer 2.3, procasp7 counter 0.2, GASC-1 inh 6.6 and procasp3 activ 0.3.
Screening CCOC(=O)C(=O)NNc1ccc(C)cc1 returned Fh CTSL1 inh -1.2, TPT1 inh 0.3, PP1 counter -1.7, Efflux pump inh -0.2, PP5 primary -4.4, HCV core dimer -21.0, procasp7 counter -10.0, GASC-1 inh -6.6 and procasp3 activ 5.7.
For CCOC(=O)N1CCN(Cc2ccccc2Cl)CC1 the results were Fh CTSL1 inh -3.0, TPT1 inh -1.2, PP1 counter -2.1, Efflux pump inh 0.1, PP5 primary -0.3, HCV core dimer -5.0, procasp7 counter -1.8, GASC-1 inh 3.1 and procasp3 activ 1.6.
CCc1ccc(-c2nc(CS(=O)CC(=O)NC3CCCCCC3)c(C)o2)cc1 (configuration not stated) was read as Fh CTSL1 inh -12.5, TPT1 inh 4.3, PP1 counter 1.7, Efflux pump inh 0.2, PP5 primary 1.9, HCV core dimer -1.0, procasp7 counter -8.5, GASC-1 inh -17.5 and procasp3 activ 1.0.
`COc1ccc(N2C(=O)CC(N(Cc3ccco3)C(=O)CCC(=O)O)C2=O)cc1` (configuration not stated) gave Fh CTSL1 inh -0.3, TPT1 inh -0.2, PP1 counter -0.5, Efflux pump inh 0.0, PP5 primary 2.3, HCV core dimer 0.8, procasp7 counter 3.4, GASC-1 inh 12.3 and procasp3 activ 7.9.
`CCCCCCCCNc1nc(Cl)nc(NCc2ccco2)n1` gave Fh CTSL1 inh -3.3, TPT1 inh -2.0, PP1 counter -0.3, Efflux pump inh -0.8, PP5 primary 2.0, HCV core dimer 0.2, procasp7 counter -3.6, GASC-1 inh 4.4 and procasp3 activ 2.9.
For Cc1noc(C)c1C(=O)N1CCC2(CC1)Oc1ccc(F)cc1C(=O)C21CC(c2ccc(Cl)cc2)=NO1 (configuration not stated) the results were Fh CTSL1 inh 0.9, TPT1 inh -1.9, PP1 counter 0.2, Efflux pump inh 6.4*, PP5 primary 2.6, HCV core dimer 13.8, procasp7 counter -5.8, GASC-1 inh 5.7 and procasp3 activ -2.0.
For O=C(COC(=O)/C=C/c1ccc(F)cc1)Nc1ccccc1-c1ccccc1 the results were Fh CTSL1 inh -2.4, TPT1 inh -2.3, PP1 counter -4.6, Efflux pump inh 0.0, PP5 primary 2.4, HCV core dimer 10.1, procasp7 counter 2.0, GASC-1 inh 3.0 and procasp3 activ 7.8.
CN(C(=O)CSc1nc2cc(Cl)ccc2c(=O)n1Cc1ccco1)C1CCS(=O)(=O)C1 (configuration not stated) was read as Fh CTSL1 inh -1.9, TPT1 inh -1.7, PP1 counter 1.2, Efflux pump inh -0.1, PP5 primary -0.8, HCV core dimer 0.5, procasp7 counter 13.8, GASC-1 inh -5.6 and procasp3 activ 2.3.
For Cc1ccc(-c2nn(-c3ccc(F)cc3)cc2C(=O)N(C)CC(=O)Nc2ccc(N3CCOCC3)cc2)cc1 the results were Fh CTSL1 inh 2.6, TPT1 inh 0.3, PP1 counter -4.2, Efflux pump inh 0.1, PP5 primary 5.5, HCV core dimer -0.2, procasp7 counter 2.5, GASC-1 inh -26.7 and procasp3 activ 2.2.
CCOc1ccc(N(CC(=O)Nc2ccc(C)c(C)c2)S(=O)(=O)c2c(C)noc2C)cc1 was read as Fh CTSL1 inh 1.5, TPT1 inh -2.8, PP1 counter 2.4, Efflux pump inh -0.1, PP5 primary 2.1, HCV core dimer 1.6, procasp7 counter 0.9, GASC-1 inh -5.6 and procasp3 activ -2.9.
`CCc1c(C)c(C#N)c2nc3ccccc3n2c1NCc1ccco1` gave Fh CTSL1 inh 2.9, TPT1 inh 7.1, PP1 counter 1.9, Efflux pump inh 0.3, PP5 primary 0.8, HCV core dimer 5.6, procasp7 counter -10.1, GASC-1 inh 16.8 and procasp3 activ -12.0.
For C[C@H](CO)N1C[C@H](C)[C@@H](CN(C)S(=O)(=O)c2ccc(F)cc2)Oc2ccc(NS(=O)(=O)c3ccccc3)cc2C1=O the results were Efflux pump inh 0.6, procasp7 counter -2.4, GASC-1 inh -3.4 and procasp3 activ -3.7.
`Cc1ccccc1NC(=O)Cn1nnc(S(=O)(=O)c2ccc(C(C)(C)C)cc2)c1N` gave Fh CTSL1 inh 1.0, TPT1 inh 0.8, PP1 counter 3.1, Efflux pump inh 0.0, PP5 primary 0.8, HCV core dimer 12.0, procasp7 counter 15.6, GASC-1 inh -3.2 and procasp3 activ 4.3.
For Cc1nn(CC(=O)c2cccc(Cl)c2)c(C)c1[N+](=O)[O-] the results were Fh CTSL1 inh -1.6, TPT1 inh 3.5, PP1 counter 4.1, Efflux pump inh 0.0, PP5 primary -2.4, HCV core dimer -0.5, procasp7 counter 4.8, GASC-1 inh 16.8 and procasp3 activ 13.1.
`CN1CCN(S(=O)(=O)c2cc(Cl)c(Cl)cc2Cl)CC1` gave Fh CTSL1 inh 4.5, TPT1 inh 2.4, PP1 counter 1.4, Efflux pump inh 0.2, PP5 primary -1.4, HCV core dimer 0.0, procasp7 counter -0.5, GASC-1 inh -6.2 and procasp3 activ -4.2.
Screening C=C(C)[C@@H]1CCC2(C(=O)O)CC[C@]3(C)[C@H](CC[C@@H]4[C@@]5(C)CCC(=O)C(C)(C)[C@@H]5CC[C@]43C)[C@@H]12 (some centres not stated) returned Fh CTSL1 inh 2.8, TPT1 inh -0.2, PP1 counter -0.7, Efflux pump inh 0.0, PP5 primary 2.2, HCV core dimer -8.1, procasp7 counter 2.0, GASC-1 inh 5.4 and procasp3 activ 5.1.
For FC(F)(F)c1nnc2ccc(Cl)nn12 the results were Fh CTSL1 inh 4.7, TPT1 inh -2.4, PP1 counter -3.3, Efflux pump inh -0.1, PP5 primary -2.3, HCV core dimer -2.2, procasp7 counter 7.4, GASC-1 inh 4.6 and procasp3 activ -2.4.
`CC(C)OC(=O)c1cn(-c2ccccc2)nc1-c1ccc2c(c1)OCCO2` gave Fh CTSL1 inh 2.5, TPT1 inh -1.1, PP1 counter 6.2, Efflux pump inh -0.1, PP5 primary 0.4, HCV core dimer 0.5, procasp7 counter -0.2, GASC-1 inh -11.9 and procasp3 activ -5.7.
For O=C(/C=C/c1ccco1)NCCc1ccc(F)cc1 the results were Fh CTSL1 inh 2.8, TPT1 inh 0.3, PP1 counter -5.5, Efflux pump inh 0.1, PP5 primary -2.3, HCV core dimer 8.5, procasp7 counter 2.3, GASC-1 inh 9.1 and procasp3 activ 6.6.
Cc1ccnc(N/C=C(\C#N)c2nc(-c3cccc(Br)c3)cs2)c1 was read as Fh CTSL1 inh 1.4, TPT1 inh 29.5*, PP1 counter -4.4, Efflux pump inh -0.1, PP5 primary -4.1, HCV core dimer -8.0, procasp7 counter -27.3, GASC-1 inh 2.9 and procasp3 activ -12.2.
Screening CCOc1ccc(N(CC(=O)NCc2ccccc2)C(=O)CCC(=O)Nc2nccs2)cc1 returned Fh CTSL1 inh -0.7, TPT1 inh -1.5, PP1 counter 2.6, Efflux pump inh -0.3, PP5 primary 0.7, HCV core dimer -7.7, procasp7 counter 6.2 and procasp3 activ -3.4.
Cc1ccc(/C=C/c2onc(C)c2S(=O)(=O)N2CCC(C(=O)N3CCN(C)CC3)CC2)cc1 was read as Fh CTSL1 inh 0.0, TPT1 inh -0.4, PP1 counter 0.8, Efflux pump inh -0.1, PP5 primary 1.9, HCV core dimer -1.6, procasp7 counter -2.9, GASC-1 inh -23.8 and procasp3 activ 2.0.
For CN(C)CCCOC(=O)c1ccc(Cl)cc1 the results were Fh CTSL1 inh -0.2, TPT1 inh 1.7, PP1 counter -5.0, Efflux pump inh 0.1, PP5 primary 2.5, HCV core dimer 1.1, procasp7 counter -5.5, GASC-1 inh 6.3 and procasp3 activ 2.7.
